# Screening data: PubChem, National Center for Advancing Translational Sciences (NCATS)
# SW480 rerep: A quantitative high throughput screen for small molecules that induce DNA re-replication in SW480 colon adenocarcinoma cells | 340,000 tested, 1.8% active | Potency, µM (titrated, usually from 46.1 µM), without a hit: at the top dose re-replication activation, most hits filed as activators | SW480 DNA re-replication, Hoechst DNA content imaging, 48 h | AID 624297, 2012; further: % of control where 0% means no effect; nearly all actives have a fitted effect of over 55% in size
#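 Image-based read-out: total Hoechst fluorescence of nuclei (405 nm excitation, 500-530 nm emission), with hits raising the fraction of high-intensity nuclei. SW480 colon cells incubated 48 hr with compounds at 37 C.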
# KB-V1 MDR tox: qHTS assay for MDR1-selective chemotherapeutics: Primary screen using the drug-selected MDR subline cells KB-V1. KB-V1 MDR cells viability, CellTiter-Glo, 72 h. Potency, µM (top dose mostly 46.1 µM), inactives show at the highest dose activity change, negative = cytotoxicity, hits mostly cytotoxic. 400,000 tested, 3.4% active. AID 1347076, 2019; further: on the % scale 0 is the no-effect control and ±100 the full control effect; nearly all actives have a fitted effect of over 60% in size
#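 Potencies derive from concentration-effect curves fitted to normalized luminescence (CellTiter-Glo) of KB-V1 cells treated for 72 h at 37 degrees C in phenol-red-free DMEM containing 10% FBS.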
# KB-3-1 tox: qHTS assay for MDR1-selective chemotherapeutics: Primary screen using the parental adenocarcinoma cell KB-3-1 | KB-3-1 viability, CellTiter-Glo ATP luminescence, 72 h | AID 1347075, 2019 | Potency, µM (highest dose often 46.1 µM), without a hit: at the top dose activity change, negative = cytotoxic, actives largely listed as cytotoxic | 400,000 tested, 1.4% active; further: on the % scale 0 is the no-effect control and ±100 the full control effect; nearly all actives have a fitted effect of over 60% in size
#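 Screening of KB-3-1 cells (DMEM, 10% FBS, phenol-red free) ran from lowest to highest compound concentration; after 72 h at 37 °C viability was read luminescently and curves fitted.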
# HT1080-NT tox: qHTS for induction of synthetic lethality in tumor cells producing 2HG: qHTS for the HT-1080-NT fibrosarcoma cell line | 360,000 tested, 1.6% active | HT-1080-NT fibrosarcoma viability, CellTiter-Glo ATP luminescence, 48 h | Potency, µM (series often up to 46.1 µM), without a hit: top-dose activity, negative = less viability, usual class: cytotoxic;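 further: NT is the 2HG producing partner of a matched IDH1 knockdown line; 0% = DMSO-treated cells and -100% = media-only wells without cells; nearly all actives have a fitted effect of over 55% in size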
#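 HT-1080-NT fibrosarcoma cells (2HG-overproducing), 750 cells/well in RPMI with 5% FBS, dosed after 2 h and incubated 48 h at 37C. CellTiter-Glo luminescence normalized to DMSO and no-cell wells; concentration-response curves fitted and classed.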
# HT1080 IDH1KD tx: qHTS for induction of synthetic lethality in tumor cells producing 2HG: qHTS for the HT-1080-IDH1KD cell line. AID 686971, 2013. HT-1080 IDH1 knockdown viability, ATP luminescence, 48 h. 360,000 tested, 2% active. Potency, µM (top dose mostly 46.1 µM), for the others: at the highest dose activity, negative = toxicity, usual class: cytotoxic;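 further: 0% = DMSO wells and -100% = cell-free medium wells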
#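 Viability of IDH1-knockdown HT-1080 fibrosarcoma cells was assessed by CellTiter-Glo after 48 h at 37 °C with titrated compound; concentration-effect curves were classified by fit quality and response size.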
# TDP-43 yeast inh: qHTS of TDP-43 Inhibitors; TDP-43 expressing yeast growth rescue, BacTiter-Glo, 24 h; Potency, µM (top dose mostly 46.1 µM), for the others: at the highest dose growth rescue (activation), most hits filed as activators; 410,000 tested, 1.8% active; AID 652104, 2013; further: % of control where 0% means no effect; nearly all actives have a fitted effect of over 50% in size
#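 Yeast expressing TDP-43 (pregrown in raffinose, seeded at OD600=0.02 in galactose medium) exposed to compounds 24 hr at 30 deg C. Growth read by BacTiter-Glo luminescence; rescue of toxicity appears as increased signal.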
# GLP1R ag: qHTS of GLP-1 Receptor Agonists | HEK293 GLP-1R CRE-luciferase, luminescence, 4-6 h; cells express a hypersensitive GLP-1R form | Potency, µM (series often up to 45.6 µM), inactives show at the highest dose activation, usual class: activators | 380,000 tested, 0.007% active | Glucagon-like peptide 1 receptor (Homo sapiens), P43220; further: % of control where 0% means no effect
# Target sequence (P43220 whole entry, looked up): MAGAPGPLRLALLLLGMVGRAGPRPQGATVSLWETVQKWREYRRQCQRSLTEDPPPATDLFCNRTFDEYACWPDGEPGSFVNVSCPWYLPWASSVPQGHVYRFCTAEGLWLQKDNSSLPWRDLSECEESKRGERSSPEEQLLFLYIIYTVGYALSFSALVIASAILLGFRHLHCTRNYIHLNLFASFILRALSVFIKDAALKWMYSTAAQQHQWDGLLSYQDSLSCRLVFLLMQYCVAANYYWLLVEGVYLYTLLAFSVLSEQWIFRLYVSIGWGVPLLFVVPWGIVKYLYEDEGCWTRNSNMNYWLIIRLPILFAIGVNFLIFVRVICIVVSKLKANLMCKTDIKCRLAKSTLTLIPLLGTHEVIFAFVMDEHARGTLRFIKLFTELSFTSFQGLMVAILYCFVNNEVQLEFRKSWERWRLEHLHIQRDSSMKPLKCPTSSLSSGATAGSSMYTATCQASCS
# GLP1R inv ag: qHTS of GLP-1 Receptor Inverse Agonists (Inhibition Mode) | Glucagon-like peptide 1 receptor (Homo sapiens), P43220 | 410,000 tested, 1.6% active | Potency, µM (highest dose often 38.3 µM), for the others: top-dose activity change, negative = inhibition, usual class: inhibitors | HEK293 GLP-1R CRE-luciferase, luminescence, 24 h; GLP-1R form is constitutively active; further: on the % scale 0 is the no-effect control and ±100 the full control effect; nearly all actives have a fitted effect of over 55% in size
#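 Assay principle: reduced luminescence from a cAMP-responsive reporter in HEK293 cells co-expressing a constitutively active GLP-1R. Conditions: 24 hr compound incubation, 37 deg C, 5% CO2.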
# HEK293 tox: qHTS of GLP-1 Receptor Inverse Agonists: Cytotox Screen. HEK293 cAMP-luciferase reporter cells, luminescence, 24 h. Potency, µM (doses to about 38.3 µM), without a hit: at the highest dose activity change, negative = inhibition, hits mostly inhibitors. 410,000 tested, 0.13% active. AID 624418, 2012;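 further: loss of luciferase light is scored as toxicity; on the % scale 0 is the no-effect control and ±100 the full control effect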
#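 Compound-treated cells are incubated 24 hr at 37 deg C under 5% CO2 after a 12 hour attachment period, then luciferase detection reagent is added and luminescence is measured following 12 min at room temperature; lowered signal indicates toxicity.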
# The depositor's hits bear a star; ? = inconclusive; · = not tested or not shown; [ ] = dose if it differs, or a comment. The call rests on the fitted dose curve; in most records, active means well fitted curve in the direction sought with a large enough effect; inconclusive means small, poorly fitted or top-dose-only effect, or another doubt; inactive means no such curve, though single readings can be large; an effect the other way counts as inactive or inconclusive. Potency means the concentration at half of the fitted maximal effect.
# Start of the data: the first 2 entries, to show the layout:
SMILES,SW480 rerep,KB-V1 MDR tox,KB-3-1 tox,HT1080-NT tox,HT1080 IDH1KD tx,TDP-43 yeast inh,GLP1R ag,GLP1R inv ag,HEK293 tox
C=CCN1C(=O)C2(OCCO2)c2cc(C)ccc21,0%,0%,16%,-3%,5%,-1%,-6%,3%,21%
O=C(NCc1ccc2c(c1)OCO2)c1cccc(F)c1,-5%,2%,23%,-1%,10%,17%,6%,0%,1%

# The listing, from the first entry:
SMILES,SW480 rerep,KB-V1 MDR tox,KB-3-1 tox,HT1080-NT tox,HT1080 IDH1KD tx,TDP-43 yeast inh,GLP1R ag,GLP1R inv ag,HEK293 tox
C=CCN1C(=O)C2(OCCO2)c2cc(C)ccc21,0%,0%,16%,-3%,5%,-1%,-6%,3%,21%
O=C(NCc1ccc2c(c1)OCO2)c1cccc(F)c1,-5%,2%,23%,-1%,10%,17%,6%,0%,1%
Cc1ccc(C)c(NC(=S)N2CCC(NC(=O)c3ccco3)CC2)c1,-13%,?,9%,-4%,3%,-3%,3%,21%,-7%
COc1ccc(C2C(=O)N(C3CCCCC3)CC(=O)N2CCc2ccc(C)cc2)cc1OC (stereo not given),·,-6%,0%,·,·,-1%,·,-18%,-3%
COC(=O)C1=C(C)N=C2SC(C#N)=C(N)N2C1c1ccc(OCc2ccccc2)cc1 (stereo not given),?,-16%,-17%,?,?,2%,-17%,5µM*,142%[activator]
CCN(CC)c1ccc(NC(=O)c2cccc(F)c2)c(C)c1,18µM*,?,5.8µM*,?,16µM*,13%,7%,-7%,-42%
COc1cccc(NC(=O)CCC(=O)N2CC(C)Oc3ccc(C)cc32)c1 (stereo not given),0%,4%,8%,-2%,1%,?,-2%,?,-16%
O=C(OCn1nnc2ccccc2c1=O)c1ccc(S(=O)(=O)N2CCOCC2)cc1,-8%,13%,0%,14%,9%,5%,-2%,8%,-10%
C=CCn1c(SCC(=O)NCc2ccco2)nc2ccccc2c1=O,-102%[inhibitor],-20%,6%,-5%,0%,-8%,13%,-15%,-3%
CC1CC(C)CN(C(CCc2ccccc2)C(=O)NC2CCCCC2)C1 (stereo not given),·,-19%,0%,-3%,2%,1%,1%,9%,0%
CC(=O)Nc1nc(-c2ccc3c(c2)CCN3C(=O)C2CC2)c(C)s1,?,15µM*,?,-27%,?,0%,17%,0.63µM*,16%
COc1cccc(-c2cnc3c(NC(C)=O)cc(-c4cc(F)ccc4OC)cn23)c1,·,7.3µM*,16µM*,?,9.2µM*,?,29%,?,?
CCOC(=O)COc1ccc(CC)cc1C(=O)c1ccn2nc(-c3ccc(C)cc3)cc2n1,·,0%,-9%,·,·,-17%,0%,?,-17%
CC(CN1CCOCC1)OC(=O)c1ccc(Cl)cc1Cl (stereo not given),0%,0%,8%,-2%,2%,-23%,4%,13%,5%
O=C(c1ccccc1)n1nc(-c2ccc(Cl)cc2)nc1NCc1ccco1,·,-15%,-5%,·,·,-1%,-3%,-10%,-12%
Cn1ccc(=Nc2ccc(NC(=O)c3ccc(N=c4ccn(C)c5ccc([N+](=O)[O-])cc45)cc3)cc2)cc1,-36%,4%,?,-5%,9%,26%,9%,8%,-21%
CCC(COC(=O)c1ccccc1)Oc1cc(NCc2ccccc2)c2ncn(C(C)C)c2c1 (stereo not given),14%,19%,?,?,?,15%,-14%,6%,17%
CCOC(=O)c1cccc(NC(=O)Cn2nc(C)n3cccc3c2=O)c1,1%,4%,2%,15%,6%,16%,14%,18%,-24%
CCCNC(=O)c1nc2ncc(Br)cn2n1,4%,10%,-2%,15%,11%,-7%,1%,0%,-5%
Fc1cccc(CN2CCSCC2)c1,-7%,-11%,0%,20%,16%,-9%,-4%,17%,-8%
O=C(O)c1cccc(C(=O)Nc2cccc(NC(=O)C3CCCO3)c2)c1 (stereo not given),?,-11%,-27%,-5%,-3%,-18%,-22%,?,-2%
COc1ccccc1-c1cccc([C@@H]2C[C@H]3[C@H](CON3C)CN2C)c1,-7%[9.22 µM],4%,-15%,2%,2%,6%,2%,2%,4%
COC(=O)C1C(c2ccccc2)C(C(=O)N2CCN(C)CC2)C1c1ccccc1 (stereo not given),0%,?,-19%,-2%,-15%,-16%,19%,14%,7%
N/C(=N\OC(=O)c1ccccc1Cl)c1cccnc1,2%[9.22 µM],-5%,-4%,-8%,0%,7%,-3%,?,-1%
N#CCC(=O)Nc1ccc(C(=O)NNC(=S)NC2CCCCC2)cc1,11%,0%,-2%,3%,0%,0%,2%,-23%,-27%

# One compound at a time, as listed above. Values in the order: SW480 rerep | KB-V1 MDR tox | KB-3-1 tox | HT1080-NT tox | HT1080 IDH1KD tx | TDP-43 yeast inh | GLP1R ag | GLP1R inv ag | HEK293 tox
# `N#CCC(=O)Nc1ccc(C(=O)NNC(=S)NC2CCCCC2)cc1` across the screens: 11% | 0% | -2% | 3% | 0% | 0% | 2% | -23% | -27%
# `Cn1ccc(=Nc2ccc(NC(=O)c3ccc(N=c4ccn(C)c5ccc([N+](=O)[O-])cc45)cc3)cc2)cc1` across the screens: -36% | 4% | ? | -5% | 9% | 26% | 9% | 8% | -21%

# More records follow:
SMILES,SW480 rerep,KB-V1 MDR tox,KB-3-1 tox,HT1080-NT tox,HT1080 IDH1KD tx,TDP-43 yeast inh,GLP1R ag,GLP1R inv ag,HEK293 tox
O=C1c2ccccc2C(=O)N1n1c(=O)[nH]c2ccccc2c1=O,-1%,0%,3%,6%[9.24 µM],-1%,-17%,-22%,2%,7%
Cc1c(NC(=O)C(C)OC(=O)COc2ccccc2)c(=O)n(-c2ccccc2)n1C (stereo not given),-3%,5%,3%,12%,5%,2%,0%,44%[activator],12%
COc1ccc(F)cc1C(=O)C1CCCN(C(=O)c2ccc(C(C)=O)s2)C1 (stereo not given),-41%[inhibitor],-13%,-9%,7%,-3%,23%,6%,22%,-3%
O=C1CNC(=O)/C(=C/c2ccco2)N1,-107%[inhibitor],-2%,?,-11%,0%,-27%,0%,-7%,-1%
C=CCNC(=S)NNC(=O)CC12CC3CC(CC(C3)C1)C2,-3%,-10%,12%,12%,4%,22%,11%,-17%,6%
O=C(C1CC2C=CC1C2)N1CCN(c2ccccc2)CC1 (stereo not given),-10%,12%,-9%,1%,-1%,?,-7%,0%,7%
COc1ccc(Nc2nc(N)nc(CSC(=S)N3CCN(c4ccccc4)CC3)n2)cc1,0%,4%,-13%,-2%,-2%,18µM*,14%,?,10%
CCCCC1S/C(=N/N=C/c2ccc(OC)cc2)N(Cc2ccc(OC)cc2)C1=O (stereo not given),?,8.2µM*,-28%,-3%,-3%,-16%,1%,0%,3%
COC(=O)Cc1[nH]n(-c2nc3ccccc3s2)c(=O)c1C(C)=Nc1ccc(Cl)cc1,-1%,-3%,0%,?,-24%,7%,-1%,-28%,-1%
COc1ccccc1NC(=S)NCC1CCCCC1,9.2µM*,-25%,3%,-1%,-8%,?,5%,10µM*,?
O=C(Nc1ccc(S(=O)(=O)N2CCc3ccccc3C2)cc1)c1ccccc1,2%,-16%,18µM*,-7%,?,-13%,-4%,?,-6%
COc1ccccc1Cc1c(-c2ccc(Cl)cc2)nc2ccc(Cl)cn12,·,-5%,?,-12%,-22%,23%,-6%,?,-17%
Cc1ccc2c(c1)NC(=O)C(CC(=O)NCCCN1CCN(c3cc(Cl)ccc3C)CC1)O2 (stereo not given),-1%,-25%,-21%,?,?,0%,-1%,?,-8%
Cc1ccc(CNC(=O)C2CCCN(S(=O)(=O)c3cnc[nH]3)C2)cc1 (stereo not given),10%,6%,-19%,-3%,0%,8%,-5%,4%,-3%
Cc1cc(C)nc(NC(=O)c2ccc(Br)s2)n1,-4%,6%,16%,13%,3%,3%,2%,3%,-9%
CCOC(=O)c1ccc(NC(=S)NCCCN2CCN(C3CCCCC3)CC2)cc1,4%,-20%,-27%,-18%,-12%,1%,3%,?,-14%
Cc1cccc(NC(=O)CSc2nc3ccc(NC(=O)COc4ccccc4F)cc3s2)c1,·,?,0%,·,·,3%,·,14%,-2%
CCCC(=O)NC(Nc1ccc(S(=O)(=O)Nc2cc(C)on2)cc1)(C(=O)OCC)C(F)(F)F (stereo not given),-10%,15%,9%,-1%,1%,1%,0%,7%,2%
Cc1ccc(CONC(=O)c2ccccc2)cc1,?,-1%,-4%,-16%,-4%,-1%,4%,?,-10%
COc1ccccc1N(C)S(=O)(=O)c1ccc(Cl)c(C(=O)NNC(=O)c2ccccc2O)c1,3%,12%,?,-4%,-1%,11%,-3%,11µM*,-12%
O=C(CSc1nnc(-c2cccs2)o1)Oc1ccccc1Cl,·,?,1%,·,·,21%,·,6%,-13%
O=C1Cc2c([nH]c3ccc(Br)cc23)-c2ccccc2N1,26%,?,?,-24%,?,-7%,-8%,8%,-13%
CCCCn1c(SCC(=O)Nc2ccc3c(c2)OCCO3)nnc1C(CC)N(C)C (stereo not given),0%,13%,3%,10%,10%,3%,3%,-12%,-10%
Cc1ccc(NC(=O)CSc2nnc(-c3cc(C)on3)o2)cc1,-8%,4%,10%,10%,23%,-7%,1%,12%,-1%
O=C(NCCCN1CCOCC1)C(=O)NCC1OCCN1S(=O)(=O)c1ccc(F)cc1 (stereo not given),0%,-2%,-13%,18%,7%,19%,-4%,-2%,0%
COc1ccccc1CNC(=O)CS(=O)(=O)Cc1ccccc1,-2%,-5%,3%,27%,1%,5%,2%,-4%,-17%
O=C(c1ccc(Cl)cc1)N1CCN(C(=O)c2ccco2)CC1,-3%,7%,4%,11%,6%,-4%,15%,-1%,-11%
